Bioassay records: PubChem BioAssay, several laboratories
TNAP act mid DEA: activates human TNAP at intermediate phosphate acceptor concentration; AID 813; 64,000 tested, under 10 active; P05186; activation factor at 20 µM; purified TNAP, CDP-star luminescence, 100 mM DEA, 30 min; hits give high values; scale: 0 levamisole-inhibited, 1 vehicle-only enzyme;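 active means activation factor of at least 2 at 20 µM, relative to controls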
D1 allo mod: allosteric modulators of human D1 dopamine receptor; B-score at 10 µM; HEK293 D1, CRE-luciferase, dopamine EC30 potentiation; actives deviate in either direction; actives 5.9% (n = 58,000); AID 641; P21728;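 active means luminescence count or its row- and column-corrected plate score outside the 99.7% band of the plate's sample wells, on either side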
HEK293 NFkB inh: lowers PMA/ionomycin-induced NF-kB signal in HEK293 cells. HEK-293 NF-kB luciferase reporter, luminescence. inhibition, % at 3 µM. actives 0.21% (n = 62,000);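 active means inhibition above the mean of all tested compounds plus 3 SD, cut at about 40% in these data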;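 further: 0% = stimulated DMSO wells and 100% = 10 µM reference inhibitor 5653914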
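System: NF-kB luciferase reporter HEK-293 cells | Replication: Single test | Control set: DMSO vs reference inhibitor | Evaluation: % inhibition | Schedule: 1 h pretreatment, 16 h stimulation, 37 °C | Probe or stimulus: PMA with ionomycin | Compound dosing: One dose, 3 µM | Detection: Luciferase luminescence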
SF1 activator: SF-1 (human) activation | AID 522 | Q13285 | activation, % at 10 µM | actives 1.9% (n = 65,000) | CHO-K1 Gal4-SF-1 LBD luciferase reporter; % increase over DMSO SF-1-specific signal;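 active means activation above the mean activation of all tested compounds plus 3 SD, cut at about 50% in these data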
Target sequence (Q13285 whole entry, looked up, the tested form may be a part): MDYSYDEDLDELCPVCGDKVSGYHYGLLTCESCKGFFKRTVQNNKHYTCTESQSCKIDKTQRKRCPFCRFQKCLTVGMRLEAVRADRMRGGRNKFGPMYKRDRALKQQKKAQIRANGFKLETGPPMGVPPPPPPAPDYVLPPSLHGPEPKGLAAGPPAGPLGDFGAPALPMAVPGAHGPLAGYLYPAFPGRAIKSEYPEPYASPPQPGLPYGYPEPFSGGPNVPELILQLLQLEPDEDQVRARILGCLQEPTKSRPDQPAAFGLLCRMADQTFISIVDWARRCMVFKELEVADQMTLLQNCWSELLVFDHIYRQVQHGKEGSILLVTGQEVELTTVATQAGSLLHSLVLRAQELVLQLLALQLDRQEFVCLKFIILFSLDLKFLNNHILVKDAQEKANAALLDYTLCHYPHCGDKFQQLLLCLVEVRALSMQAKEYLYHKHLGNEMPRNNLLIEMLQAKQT
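Assay system – CHO-K1 cells with Gal4–hSF-1 LBD chimera plus Gal4-driven luciferase · Quantity – 4,000 cells per well · Times – compound added 1 h post-seeding, 20 h exposure at 37 °C, 5% CO2 · Measured by – luciferase light emission · Benchmarks – DMSO and mock-transfected background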
Jurkat tox 60K: cytotoxic compounds reducing Jurkat cell viability. Jurkat E6.1 viability, ATP luminescence, 48 h. inhibition, % at 4 µM. actives 1.2% (n = 56,000). AID 463;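 active means inhibition above the mean inhibition of all tested compounds plus 3 SD, cut at about 28% in these data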
M1 antagonist: blocks the rat M1 muscarinic receptor response to acetylcholine; P08482; actives 3.4% (n = 64,000); AID 628; B-score at 10 µM; CHO-M1 cells, Fluo-4 calcium, ACh EC80 antagonist mode; hits give low values;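 active means calcium fluorescence response, raw or row-and-column corrected B-score, differing from the plate sample mean either way at a set confidence level, mostly lower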
Target sequence (P08482 whole entry, looked up): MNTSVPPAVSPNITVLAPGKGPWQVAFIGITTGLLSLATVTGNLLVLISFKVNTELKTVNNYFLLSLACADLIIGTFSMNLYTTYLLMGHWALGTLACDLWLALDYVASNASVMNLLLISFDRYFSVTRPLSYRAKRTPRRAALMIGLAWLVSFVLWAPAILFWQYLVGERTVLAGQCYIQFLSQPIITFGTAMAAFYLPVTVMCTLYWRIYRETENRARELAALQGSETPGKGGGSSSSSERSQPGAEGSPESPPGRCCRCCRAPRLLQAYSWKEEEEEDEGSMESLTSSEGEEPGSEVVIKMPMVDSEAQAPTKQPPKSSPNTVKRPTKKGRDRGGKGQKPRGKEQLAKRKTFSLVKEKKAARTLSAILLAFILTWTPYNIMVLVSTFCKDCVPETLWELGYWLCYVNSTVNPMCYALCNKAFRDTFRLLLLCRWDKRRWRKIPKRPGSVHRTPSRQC
M1 agonist: agonists of M1 muscarinic receptor. CHO-M1 cells, Fluo-4 calcium fluorescence, agonist mode; hits give high values. B-score at 10 µM. actives 3% (n = 64,000);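 active means fluorescence rise, raw or as B-score row- and column-corrected plate score, outside the 99.7% band of its plate's samples, either direction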
Ecoli tolC: E. coli tolC mutant growth inhibition; actives 2.2% (n = 65,000); E. coli BW25113 tolC mutant growth, OD615; growth inhibition, % at 10 µM (by protocol);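 active means growth inhibition at or above a cutoff equal to the mean over every tested compound plus 3 SD, cut at about 60% in these data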;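 further: growth measured after 20 h incubation at 37 °C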
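signal = optical density read at 615 nm | test system = E. coli ΔtolC::kan strain BW25113 | timing = 20 h compound exposure of bacteria at 37 °C | buffer or medium = LB medium plus 50 µg/mL kanamycin | compound dosing = 10 µM final, single dose | evaluation = % inhibition of E. coli growth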
NADH enzymes: inhibition of NAD/NADH coupling enzymes, library profiling. actives 0.02% (n = 65,000). AID 774. IC50, µM (highest dose often 10 µM), for the others: at the top dose inhibition. coupled PK/LDH NADH assays, four targets;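 active means single-dose screening hits from any of four coupled enzyme assays that gave an IC50 when retested across doses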;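 further: the DPM-DC format reads NADH fluorescence rather than 340 nm absorbance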
The depositor's hits bear a star; x = not tested or not shown; [ ] = another dose, or the depositor's remark.

SMILES | TNAP act mid DEA | D1 allo mod | HEK293 NFkB inh | SF1 activator | Jurkat tox 60K | M1 antagonist | M1 agonist | Ecoli tolC | NADH enzymes
COc1ccc(S(=O)(=O)NCCc2csc(C)n2)cc1C | 0.9 | -1.4 | -3 | 2 | 4 | 0.48 | -1.7 | -20 | 4%
Cc1cccc(-n2ncc3c(NCCCn4ccnc4)ncnc32)c1 | 0.9 | -4.1* | -2 | 28 | 1 | -0.98 | 0.08 | 0 | 2%
O=C(CSc1nc2ccccc2c(=O)n1Cc1ccco1)c1ccccc1 | 0.9 | -0.71 | 27 | 1 | 7 | 0.33 | -0.3 | 31 | 5%
COc1ccc2[nH]c(=O)c(CN(Cc3ccc4c(c3)OCO4)C(C)=O)cc2c1 | 0.9 | -0.11 | 23 | -1 | 4 | -1.5 | -0.44 | 4 | 9%
Cc1nc2sc3c(c2c(=O)n1/N=C/c1ccco1)CCCC3 | 0.9 | 0.57 | 20 | -16 | -2 | -0.027 | -0.039 | -9 | 5%
O=S1(=O)NC(=NC2CCCCCC2)c2ccccc21 | 0.9 | 0.63 | 5 | 8 | -5 | 0.18 | 1 | 1 | 7%
CC1(C)Cc2c(sc3nc4n(c(=N)c23)CCC4)CO1 | 0.8 | 0.84 | x | 6 | x | -0.12 | 0.0034 | -1 | 2%
CCOC(=O)Cn1cc(C(=O)C2CC2)c2ccccc21 | 0.9 | 0.0048 | 2 | 7 | -2 | -0.23 | 0.84 | -18 | 3%
CCCCCn1c2nc3ccccc3nc2c2c(=O)n(CC3CCCO3)c(C)nc21 (configuration not stated) | 0.9 | 1.1 | 6 | -23 | 2 | 0.64 | -0.84 | 5 | 4%[fluoresces]
CCc1ccccc1NC(=O)CSc1ncn[nH]1 | 0.8 | 1.6 | 8 | -9 | -3 | 0.88 | 0.095 | -12 | 2%
CSc1ccc(-c2nc(CSCC(=O)N3CCOCC3)c(C)o2)cc1 | 0.9 | 26* | 6 | 8 | 11 | 0.32 | -2.6 | 10 | 5%
COC(=O)c1ccc(OCC(O)CN(CC(C)C)CC(C)C)cc1 (configuration not stated) | 0.9 | -0.77 | 4 | -14 | 4 | -0.0035 | 0.024 | 11 | 5%
CCC(=O)Nc1nc2ccccc2n1CCN(CC)CC | 1 | -1.6 | 7 | -6 | 7 | 0.73 | 0.54 | -17 | 9%
O=C(Cn1c(NCCCO)nc2ccccc21)c1cccs1 | 0.8 | -0.012 | 5 | 23 | -1 | -1.3 | -0.14 | -8 | 6%
CCN(CC)C(=O)CSc1nnc([C@H](CCSC)NC(=O)OC(C)(C)C)o1 | 0.9 | -0.03 | 22 | 17 | 3 | 0.16 | -0.57 | 10 | 4%
CCOc1ccccc1C1C(C(=O)OC)=CN(C)C=C1C(=O)OC | 1.1 | 0.094 | 17 | -16 | 9 | 0.43 | -0.044 | -22 | 8%[fluoresces]
CCOC(=O)C1CCN(CC(O)COc2ccc(C(=O)CC)cc2)CC1 (configuration not stated) | 0.9 | 0.026 | 5 | 18 | 2 | -3.3* | -0.2 | -17 | 3%
CCCCOCCCNC(=O)COc1ccccc1 | 0.9 | x | 12 | -11 | 13 | -0.44 | 0.67 | -3 | 3%
CCOC(=O)c1nnc2ccnn2c1N | 1 | x | 1 | -8 | 6 | 0.12 | -0.22 | -14 | 2%
O=C(c1ccc(S(=O)(=O)N2CCCCC2)cc1)N1CCN=C1SCc1cccnc1 | 0.9 | -0.6 | 16 | 0 | 1 | -0.026 | 0.74 | -18 | 5%
COCCCNc1nc2c(c(=O)[nH]c(=O)n2C)n1CCCc1ccccc1 | 0.9 | 2.4 | 23 | 8 | 9 | 0.04 | -0.55 | -30 | 1%
COc1cccc(C(=O)N(CN2CCCC2=O)c2ccccc2OC)c1 | 1 | x | 6 | 3 | 5 | -0.15 | 0.54 | -4 | 1%
O=C(NCCC1=CCCCC1)C1CCN(C(=O)Nc2ccccc2)CC1 | 0.9 | 0.15 | 31 | 14 | 0 | 0.98 | 0.11 | -10 | 2%
O=C(O)CCC(=O)N1CCc2cc(S(=O)(=O)Nc3ccc4c(c3)OCCO4)ccc21 | 0.9 | -1 | 10 | -3 | 4 | 0.35 | -0.51 | -10 | 0%
Cc1c(/N=C/c2ccco2)n(Cc2ccccc2)c2ccccc12 | 0.9 | -0.033 | 17 | -11 | -4 | 0.92 | 0.23 | -10 | 3%
(continued)
SMILES | TNAP act mid DEA | D1 allo mod | HEK293 NFkB inh | SF1 activator | Jurkat tox 60K | M1 antagonist | M1 agonist | Ecoli tolC | NADH enzymes
O=C(NC1CCCC1)C(c1ccco1)N(Cc1ccccc1)C(=O)c1csnn1 (configuration not stated) | 0.9 | -1 | 10 | 4 | -1 | -0.19 | -0.23 | 8 | 3%
CCn1c(SC(C)C(=O)OC)nnc1-c1c[nH]c2ccccc12 (configuration not stated) | 0.9 | 1.2 | 6 | 4 | -8 | -0.47 | -0.96 | -1 | 4%
COc1ccccc1-c1noc(CCC(=O)Nc2cccc(C(F)(F)F)c2)n1 | 1 | 0.26 | 21 | -6 | 6 | -0.58 | -0.086 | 65* | 6%
CN(C)S(=O)(=O)Nc1ccccc1C(N)=O | 0.8 | -0.0097 | 4 | 4 | 5 | -0.044 | -0.19 | 4 | 3%[fluoresces]
CCCn1c(=O)c(C(=O)Nc2nnc(C)s2)c(O)c2ccccc21 | 0.9 | -0.62 | 8 | -5 | -2 | -0.52 | -0.83 | 80* | 7%
CCn1c(=O)n(CC(=O)NCc2ccccc2OC)c(=O)c2ccccc21 | 0.8 | -0.37 | -3 | -15 | 6 | 0.023 | 0.032 | -16 | 4%
O=C(Oc1cccc(Oc2ccccc2)c1)N1CCOCC1 | 0.9 | -0.036 | 13 | 0 | -5 | 0 | 0 | 14 | 6%
CCc1ccc2c(c1)CCCN2C(=O)c1ccccc1C(=O)O | 0.9 | 0.24 | 16 | -5 | 7 | -0.2 | -0.81 | -7 | 6%
CC12C(=O)N(c3cccc4cccnc34)C(=O)C1C1C=CC2C1 (configuration not stated) | 0.9 | -0.28 | 7 | 14 | 4 | 0.99 | -0.17 | -2 | 5%
CCOc1cc(S(=O)(=O)NCCN2CCOCC2)c(C)cc1C | 1 | 0.33 | 5 | 1 | 4 | -0.04 | 0.074 | 4 | 2%
c1ccc(CCc2nn3c(C4COc5ccccc5O4)nnc3s2)cc1 (configuration not stated) | 1 | -0.076 | 8 | -10 | 4 | -0.13 | 0 | 27 | 6%
O=C(CN1C(=O)CSc2ccccc21)N1CCc2ccccc21 | x | 0.94 | 12 | 11 | -4 | -0.43 | -0.049 | 8 | 6%
Cc1noc(C)c1C(=O)Nc1ccccn1 | 0.9 | 0.41 | 3 | 7 | 1 | -0.043 | -0.69 | -27 | 3%
O=C(CCN1CCN(c2ccc(F)cc2)CC1)Nc1ccccc1F | 1 | -0.87 | 16 | 37 | 0 | -0.28 | -1.5 | 5 | 3%
Cc1ccc(-n2c(C)cc3c2CCCC3=O)cc1 | 0.8 | -3.7 | 18 | 2 | 16 | 0.45 | -0.17 | 13 | 4%
O=S(=O)(c1cccs1)n1nnc2ccccc21 | 0.9 | 0.52 | 13 | -5 | 3 | 0.11 | 0.28 | 12 | 1%
O=C(O)c1ncc(-c2ccccc2)cn1 | 1 | -0.053 | 7 | -3 | -2 | 0.5 | -0.14 | -11 | 1%
COc1ccc(NC(=O)N2CCC(c3nc(-c4cccs4)no3)CC2)cc1 | 0.9 | -0.93 | 21 | 3 | 4 | -0.82 | -0.43 | 20 | 1%
O=C1CCC(C(=O)N(Cc2ccco2)C2(C(=O)NC3CCCC3)CCCCC2)N1 (configuration not stated) | 0.8 | x | 15 | -8 | x | 0.13 | -0.37 | -17 | 5%
CCC(=O)c1ccc(OCC(O)CN(C)C2CCCCC2)cc1 (configuration not stated) | 0.9 | 1.6 | 0 | 16 | -5 | -5.5* | 0.53 | -2 | 2%
CCOC(=O)CSc1nnc(CNC(=O)c2ccccc2OC)n1-c1ccc(OC)cc1 | 1.1 | -1.2 | 10 | 14 | 6 | 0.88 | 0.36 | 5 | 7%
O=C(Cn1cnc2sc(-c3ccccc3)cc2c1=O)N1CCOCC1 | 0.8 | -0.05 | 2 | 15 | 6 | -0.31 | -0.67 | -14 | 4%
Fc1ccc(NCc2nnc(SCc3nnc(-c4ccccc4)o3)n2Cc2ccccc2)cc1 | 1 | -0.4 | 8 | -4 | 2 | -0.43 | 2.4 | 35 | 8%
CCOC(=O)c1sc(NC(=O)CSc2ncccn2)c(C#N)c1C | 0.9 | 1.8 | 23 | -16 | 4 | 0.11 | 0.29 | 23 | 3%
CS(=O)(=O)N(CC(=O)NCC1CCCO1)c1ccc(F)c(Cl)c1 (configuration not stated) | 0.9 | -0.77 | 7 | -5 | 0 | -0.48 | -0.25 | -9 | 8%
CC(=O)c1c(C)c2c(n1CCN(C)C)CCCC2 | 1 | -3.2 | x | -4 | x | -0.69 | -0.53 | -18 | 6%
C=CCNC(=O)C1CCN(S(=O)(=O)c2ccccc2)CC1 | 0.9 | -0.0081 | 13 | -21 | -5 | 0.22 | 0.31 | -18 | 7%
CC(Oc1ccc(Cl)cc1Cl)C(=O)Nc1ccc2oc(-c3ccncc3)nc2c1 (configuration not stated) | 0.8 | 1.8 | 24 | -7 | 6 | 0.12 | -0.7 | 48 | 9%[fluoresces]
CNC(=O)N(c1ccccc1)c1ccccc1 | 1 | -0.28 | 3 | -10 | 8 | -0.15 | 0.2 | -7 | 6%
O=C(Cn1cnc2sc(-c3ccccc3)cc2c1=O)NCc1ccco1 | 0.9 | x | 7 | 38 | 42* | 0.11 | 0.69 | -15 | 8%

Entries above shown as hits in D1 allo mod:
smiles | TNAP act mid DEA | D1 allo mod | HEK293 NFkB inh | M1 antagonist | M1 agonist | NADH enzymes
Cc1cccc(-n2ncc3c(NCCCn4ccnc4)ncnc32)c1 | 0.9 | -4.1* | -2 | -0.98 | 0.08 | 2%
CSc1ccc(-c2nc(CSCC(=O)N3CCOCC3)c(C)o2)cc1 | 0.9 | 26* | 6 | 0.32 | -2.6 | 5%

Random excerpt: 4 entries already listed
SMILES | TNAP act mid DEA | D1 allo mod | HEK293 NFkB inh | SF1 activator | Jurkat tox 60K | M1 antagonist | M1 agonist | Ecoli tolC | NADH enzymes
O=C(O)CCC(=O)N1CCc2cc(S(=O)(=O)Nc3ccc4c(c3)OCCO4)ccc21 | 0.9 | -1 | 10 | -3 | 4 | 0.35 | -0.51 | -10 | 0%
CS(=O)(=O)N(CC(=O)NCC1CCCO1)c1ccc(F)c(Cl)c1 (configuration not stated) | 0.9 | -0.77 | 7 | -5 | 0 | -0.48 | -0.25 | -9 | 8%
O=C(Cn1cnc2sc(-c3ccccc3)cc2c1=O)N1CCOCC1 | 0.8 | -0.05 | 2 | 15 | 6 | -0.31 | -0.67 | -14 | 4%
O=C(Oc1cccc(Oc2ccccc2)c1)N1CCOCC1 | 0.9 | -0.036 | 13 | 0 | -5 | 0 | 0 | 14 | 6%
